High-throughput results: PubChem, several laboratories
T cell modulator – T cell immune modulation candidate | 2C CD8+ T cell-vesicle binding, flow cytometry; active compounds read low | 330,000 compounds, 0.068% hits | calls only at 7 µM | AID 2052;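 active = response, share of CD8 T cells binding vesicles, and their 90th percentile fluorescence all below set limits, cut at about 80% in these data, passing the limit was not always enough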
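material = purified 2C TCR transgenic mouse naive CD8+ T cells | controls = Unloaded micro-vesicles (low), QL9 vesicles with 0.7% DMSO (high) | detection = cytometric PE anti-B7-1 and Alexa647 anti-CD8 signals after 1% paraformaldehyde fixation | incubation = binding step 1.5 h, 37 °C, antibody labelling 20 min, ice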
MT stabilizer – microtubule stabilizers in HeLa cells. HeLa tubulin immunostaining HCS, 24 h; share of cells brighter than vehicle mean+2SD. % tubulin-high responders, % at 10 µM. 200,000 compounds, 0.83% hits. AID 2205;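 active = plate Z-score above 3 for both tubulin-high and condensed-nucleus cell shares, with cell loss under 80%, at 10 µM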;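 note: anti alpha tubulin signal scored within the nucleus-defined area of each cell; some results filed as inactive read as strong as hits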
TNAP activation fold – stimulation of alkaline phosphatase TNAP activity – biochemical, luminescent, no phosphate acceptor, uHTS, primary screen (AID 1001) | activation fold at 20 µM, or EC50 in µM where a hit was titrated | 200,000 compounds, 0.03% hits | purified TNAP, luminescent activation assay, no phosphate acceptor; higher activation fold means a stronger effect; in the data active = activation fold from about 3, or a potency from the dose series; inactive = the rest, 99 in 100 with activation fold below about 1.6; note: many of its hits are not listed in these tables
Lipid droplet – modulators of hepatic lipid droplet formation; AML12 mouse hepatocytes, oleate lipid droplets, BODIPY imaging; inhibition, % at 6.5 µM; 240,000 compounds, 0.4% hits; AID 1656;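 active = lipid droplet intensity inhibited by at least 50%, with more than 500 cells counted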
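Technique: fluorescence imaging, 20x objective, two fields per well / Assay system: AML12 hepatocytes (mouse) / Measure: % inhibition of lipid droplet signal / Doses: 6.5 µM single-point dosing / Incubation: overnight exposure / Reagent: 100 µM oleic acid challenge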
bCat nuc transl – beta-catenin nuclear translocation modulation. nuclear translocation activity, % at 5 µM. 190,000 compounds, 0.3% hits. HeLa beta-catenin nuclear translocation, immunofluorescence imaging;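 active = nuclear translocation activity above 50% at 5 µM, with a well cell count of 50 or more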;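 note: per-cell ratio of nuclear to cytoplasmic median beta-catenin stain intensity; plate controls were DMSO negative control for no effect and GSK-3 inhibitor IX positive control for full effect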
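test system = HeLa cells, endogenous beta-catenin | dosing = single 5 µM dose plus 0.02–20 µM confirmation series | times = compound treatment 24 h, 37°C, 5% CO2 | technique = beta-catenin immunofluorescence imaging with DAPI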
human PMI inhibition – inhibitors of human PMI, primary screen, biochemical, fluorescence intensity, coupled assay (AID 1209); inhibition, % at 20 µM, or IC50 in µM where a hit was titrated; purified PMI enzyme, coupled fluorescence intensity; higher % means a stronger effect; 190,000 compounds, 0.42% hits; in the data active = inhibition above about 50%;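 note: plate controls were DMSO vehicle for no effect and wells lacking substrate for full effect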
Myeloid diff MLP – compounds promoting myeloid differentiation | ER-HoxA9 myeloid progenitors, lysozyme-GFP differentiation, flow cytometry | calls only at 10 µM | 360,000 compounds, 1% hits;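 active = normalized GFP-positive differentiation at or above the plate's own cutoff, the solvent-only control mean plus 3 SD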;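 note: cells exposed to compound for four days before flow analysis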
Ins promoter up – MIN6 insulin promoter up-regulation | MIN6 insulin promoter-GFP reporter, high-content imaging; active compounds read high | z-score at 5 µM | 190,000 compounds, 0.3% hits | AID 1625;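 active = z-score above 3 at 5 µM with at least 500 cells counted in the well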
Dynein cargo inh – dynein cargo transport inhibition. 3617.4 mouse cells, GR-EGFP nuclear translocation imaging; test concentration mostly 20 µM; stimulated with dexamethasone, 1 µM; active compounds read low. z-score, hits read low. 220,000 compounds, 0.47% hits;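 active = plate z-score of nuclear minus cytoplasmic receptor signal below a set negative limit, without overly bright fluorescence or cell loss, cut at about -3.5 in these data, passing the limit was not always enough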;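 note: z-score of nuclear minus cytoplasmic ring GR-EGFP intensity difference per well; some compounds called inactive have numbers as strong as hits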
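Buffer or medium: tet-free, stripped-serum medium; reagent: dexamethasone at 1.0 µM final, 30 min; incubation: 48 h induction, 1 h compound, 30 min dex at 37 °C; measured by: formaldehyde fixation, Hoechst nuclear stain, 10x automated fluorescence imaging; read-out: nuclear-to-cytoplasmic GR-EGFP distribution per well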
Dynein cargo inh cytoplasmic EGFP – recorded beside Dynein cargo inh, whose call it bears; z-score; measured here: cytoplasmic GR-EGFP intensity; active compounds read high
Dynein cargo inh nuclear GR-EGFP – also measured in Dynein cargo inh; calls as there; z-score; measured here: nuclear GR-EGFP intensity;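 lower value marks the stronger effect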
Dynein cargo inh cell count – also measured in Dynein cargo inh; calls as there; z-score; measured here: cell count per field
Ins promoter up cell count – second read-out of Ins promoter up, no call of its own (marks repeat the call); cell count; measured here: cytotoxicity, nuclei count;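 total cells summed across four imaged fields per well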
Lipid droplet cells 6.5 µM – recorded beside Lipid droplet, whose call it bears; cell count; measured here: cell count, cytotoxicity flag;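 cells counted across two imaged fields per well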
bCat nuc transl cell count 5 µM – recorded beside bCat nuc transl, whose call it bears; cell count; measured here: cell count, cytotoxicity flag
T cell modulator vesicle-bound % – further read-out of T cell modulator, marked with its call; double positive events, %; measured here: CD8+ vesicle-bound cell fraction;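 binding gate set so that unloaded-vesicle control wells show 10% double positive cells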
MT stabilizer Hoechst-high % – further read-out of MT stabilizer, marked with its call; % Hoechst-high responders; measured here: nuclear condensation Hoechst responders;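 share of cells brighter than vehicle mean plus two SD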
MT stabilizer cytotoxicity % – recorded beside MT stabilizer, whose call it bears; toxicity, %; measured here: cytotoxicity by cell density;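 0% = mean cell density of plate MIN control wells and 100% = no cells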
Myeloid diff MLP GFP+ MAC1+ % – recorded beside Myeloid diff MLP, whose call it bears; GFP+ MAC1+ double positive, %; measured here: differentiation confirmed by MAC1 staining
An asterisk follows results filed as active; i = inactive; . = no result given.

SMILES	T cell modulator	T cell modulator vesicle-bound %	MT stabilizer	MT stabilizer Hoechst-high %	MT stabilizer cytotoxicity %	TNAP activation fold	Lipid droplet	Lipid droplet cells 6.5 µM	bCat nuc transl	bCat nuc transl cell count 5 µM	human PMI inhibition	Myeloid diff MLP	Myeloid diff MLP GFP+ MAC1+ %	Ins promoter up	Ins promoter up cell count	Dynein cargo inh	Dynein cargo inh cytoplasmic EGFP	Dynein cargo inh nuclear GR-EGFP	Dynein cargo inh cell count
Cc1cc(/C=N/NC(=O)c2ccccc2F)c(C)n1-c1ccccc1	i	55	3.6	1.8	2.8	0.9	8	671	0.9	1127	-9%	i	0.4	0.05	1203	0.29	0.047	0.14	0.44
C#Cc1cccc(NC(=O)c2ccc(Cl)cc2Cl)c1	i	45	.	.	.	.	-6	713	-4.3	1161	.	i	0.7	0.3	1368	0.28	-0.25	-0.17	-0.051
CC(=O)Nc1cc(Cl)c(N=Cc2ccc(O)cc2O)cc1Cl	i	57	2.4	2.9	7.4	1	24	714	-2.7	1112	17%	i	0.0	0.48	1570	0.14	-0.058	0.6	-1.4
COc1ccccc1N1CCN(C(=O)c2ccc(C(C)(C)C)cc2)CC1	i	17	2.4	3.0	6.6	1.1	5	675	.	.	14%	i	1.1	-0.91	1192	-0.45	-0.23	-0.46	-0.68
Cc1ccc(S(=O)(=O)N2CCOCC2)cc1C(=O)NCc1cccs1	i	47	3.1	1.5	5.9	1	-1	706	0.3	1535	12%	i	0.3	0.01	1428	-0.22	0.04	-0.076	-0.81
CC1(C(=O)O)CCC(C(=O)Nc2ccc(S(N)(=O)=O)cc2)C1(C)C (stereo not drawn)	i	30	3.4	2.0	8.8	1.2	.	.	-0.7	1168	-2%	i	1.5	1.9	932	0.37	-0.19	0.37	-0.72
COc1ccc(CC2(CO)CCN(Cc3ccc(NC(C)=O)cc3)CC2)cc1	i	46	4.4	2.4	1.4	1	-3	734	1.5	936	11%	i	0.6	-0.53	1450	-1.2	-0.16	-0.5	0.62
COC(=O)CSc1nc(C2CC2)cc(C(F)(F)F)c1C#N	i	20	5.1	3.1	8.9	1.1	.	.	-0.4	774	3%	i	0.4	.	.	-0.53	-0.34	-0.11	0.67
COc1ccc(-c2nc(N)n[nH]2)cc1OC	i	44	4.2	1.6	8.5	1.1	5	725	-2.0	1145	2%	i	1.0	-0.22	955	0.26	-0.15	0.00018	-1.4
Cc1ccccc1C(=O)Oc1ccc(-c2csnn2)cc1	i	31	.	.	.	.	1	712	-1.7	1188	.	i	0.1	0.14	1463	-0.8	-0.19	-0.34	0.14
Cc1ccc(Cl)cc1N1CCN(CC(O)COC(C)C)CC1 (stereo not drawn)	i	42	.	.	.	.	-1	613	0.9	1317	.	i	0.1	-0.15	1016	-0.9	-0.23	-0.068	0.31
COc1ccccc1N1CCN(C(c2cccs2)C(C)NC(=O)c2cccnc2)CC1 (stereo not drawn)	i	21	1.6	2.5	6.0	1.1	9	734	-0.7	1083	-4%	i	3.0	0.2	1266	0.66	-0.2	0.26	-0.28
CCCCC(=O)NC(Nc1nc(C2CC2)cs1)(C(=O)OCC)C(F)(F)F (stereo not drawn)	i	51	3.4	4.3	16	1	.	.	-0.6	1373	21%	i	0.2	0.4	1554	-0.43	-0.32	-0.39	0.97
CC(C)(C)N1CC(C(=O)O)CC1=O (stereo not drawn)	i	26	2.8	1.7	8.9	1.1	0	645	0.4	1065	2%	i	0.3	-0.33	1451	-0.92	-0.27	-0.18	0.48
CCN(CC)C(=O)CSc1nnc(-c2cc3ccccc3cc2O)n1CC	i	36	1.2	1.6	0.8	1	.	.	-0.4	1312	-3%	i	1.3	0.18	1080	-0.46	-0.23	-0.34	0.74
CCOc1ccc(OCc2ccc(C(=O)NCC3CCCO3)o2)cc1 (stereo not drawn)	i	40	3.3	1.6	6.7	1.1	-5	666	-0.9	1276	18%	i	1.6	0.85	1900	-0.0011	-0.21	0.5	1.4
COC(=O)c1ccc(CSc2nc3ccccc3c(=O)n2-c2ccccc2)o1	i	20	1.1	1.0	7.3	1	-8	755	1.5	946	13%	i	1.0	.	.	0.82	0.27	0.56	-0.73
Fc1ccc2nc(C3CCCCN3Cc3nc(CC4CC4)no3)[nH]c2c1 (stereo not drawn)	i	5	1.9	1.9	5.5	1.1	-15	659	1.8	1028	23%	i	1.3	-0.3	1269	-0.2	-0.3	0.11	0.1
c1ccc(C(c2ccccc2)c2noc(CN3CCN(CC4CC4)CC3)n2)cc1	i	41	2.7	0.9	3.8	1.1	-20	658	1.5	1001	-3%	i	0.6	-0.58	1443	-0.36	-0.29	0.15	0.71
CCCCCCCCCCOC(=O)C[N+](C)(C)CC1CCCCC1O (stereo not drawn)	i	41	1.8	2.4	7.7	1	-2	699	2.0	1091	-17%	i	0.8	-0.57	1169	-0.035	-0.11	0.17	-0.83
COc1ccccc1N(Cc1ccccc1)S(=O)(=O)c1cccc(C(=O)Nc2ccc(C(C)=O)cc2)c1	i	46	5.5	5.9	1.1	1.1	-4	736	-1.0	987	-4%	i	1.7	-0.61	1057	0.9	-0.083	0.59	-1.6
CCC(=O)NC(=S)Nc1ccc(NC(=O)COc2ccc(Cl)cc2Cl)cc1	i	43	5.2	4.0	4.5	1.1	.	.	.	.	5%	i	1.3	.	.	-0.26	-0.13	0.18	-0.12
COc1ccc(CC(=O)Nc2cc(NC(=O)Cc3ccc(OC)c(OC)c3)cc(C(=O)O)c2)cc1OC	i	50	1.0	0.8	9.3	1.1	-1	638	0.3	1493	11%	i	0.3	-0.18	1456	-0.91	-0.22	-0.37	0.95
N#Cc1c(NC(=O)c2cc(-n3cnnc3)ccc2Cl)sc2c1CCCC2	i	40	2.2	1.6	6.8	1	2	657	0.2	993	5%	i	0.2	-0.63	1808	-0.47	-0.26	-0.3	0.35
Cn1c(SCc2ccc(Br)cc2)nnc1-c1cccs1	i	17	5.3	3.1	9.5	1	.	.	-1.7	855	4%	i	1.6	-0.62	1166	-0.64	-0.32	-0.18	0.68
N/C(=N\OC(=O)Cc1ccccc1)c1cccnc1	.	.	2.6	2.1	6.7	1.1	.	.	0.3	1336	8%	i	0.7	0.15	1607	0.092	-0.23	0.35	1.3
O=C(CSc1ccccn1)N/N=C/c1c[nH]c2ccccc12	i	40	4.0	1.1	3.5	1.2	3	656	-0.2	1104	3%	i	1.0	-0.61	1278	0.57	-0.2	0.41	-0.4
CCOc1ccc(C(=O)NCC(=O)N2CCc3ccccc3C2)cc1OCC	i	46	2.2	1.9	1.9	1.1	22	703	-0.4	1161	-18%	i	0.5	-0.31	1362	-0.46	0.47	-0.53	-0.039
CCCCn1c(N)c(C(=S)NC(=O)CC(C)(C)C)c(=O)n(C)c1=O	i	44	2.2	3.0	8.6	1	-8	630	-0.2	1056	20%	i	1.2	0.59	1479	0.31	-0.0026	0.41	-1.4
COc1ccc(/C=C(\NC(=O)c2ccc(C)cc2)C(=O)Nc2c(C)n(C)n(-c3ccccc3)c2=O)cc1	i	42	2.5	3.3	11	1.1	6	706	-2.1	1055	7%	i	0.5	.	.	1.4	-0.14	0.75	-0.51
CC(=O)N1CCN(S(=O)(=O)c2cccc(C(=O)Nc3ccc4c(c3)CCC4)c2)CC1	i	40	3.2	2.3	12	1.1	-2	718	0.2	1090	-11%	i	0.5	-1.3	878	2.1	-0.15	1.9	-2.3
COc1ccc(S(=O)(=O)N(Cc2cccs2)C2CCCC2)cc1	i	24	1.0	1.4	6.9	1.1	2	744	.	.	7%	i	0.0	0.24	1238	-0.079	-0.15	-0.098	-0.26
CCOC(=O)C1CCN(C(=O)c2cccc(C(=O)N3CCC(C(=O)OCC)CC3)c2)CC1	i	44	4.2	3.0	6.8	1.1	.	.	-0.1	891	2%	i	0.8	-0.21	1245	-0.9	-0.25	-0.22	0.32
CC(C)CCN1C(=O)CCC1(C)C(=O)NC1CCCCCC1 (stereo not drawn)	.	.	2.9	3.1	4.6	1	.	.	-2.1	916	1%	i	1.6	-0.25	1509	-0.095	-0.28	0.42	-0.46
Cc1cccc2c(=O)c(Br)c(C)n(Cc3ccccc3)c12	i	40	7.7	3.3	5.6	1.1	-13	684	0.1	1493	4%	i	0.6	-0.14	1367	-0.21	-0.3	0.21	0.22
